# Growth percent in the NCI-60 one-dose screen (48 h, 10 µM unless noted): 100 = growth as untreated, 0 = no growth, -100 = all killed.
# IGROV1: IGROV1 ovarian cancer | 4.7% of 79,000 active
# SK-OV-3: SK-OV-3 ovarian cancer cells; AID 1794785; 3.2% of 80,000 active
# RXF 393: RXF 393 renal cancer cells. 6.9% of 77,000 active. AID 1794773
# SN12C: SN12C renal cancer cells. AID 1794767. 3.8% of 81,000 active
# 786-0: 786-0 renal cancer cells | 5.1% of 81,000 active | AID 1794775
# TK-10: TK-10 renal cancer cells | 3.9% of 81,000 active | AID 1794769
# ACHN: ACHN renal cancer | 4.9% of 81,000 active
# UO-31: UO-31 renal cancer; 5.2% of 81,000 active
# The depositor's hits bear a star; · = no result given; & = joins results of further samples. How the source made its calls: active means growth percent below 10; inactive means the rest. Only part of the results is shown; the hit share may differ from the screen's.
SMILES,IGROV1,SK-OV-3,RXF 393,SN12C,786-0,TK-10,ACHN,UO-31
O=[N+]([O-])CC(c1ccccc1Cl)c1c(-c2ccccc2)[nH]c2ccccc12 (stereo not drawn),34,44,28,53,25,62,40,45
C=CCc1ccc2c(c1)OCO2,112,·,91,95,100,116,99,90
Cc1c([N+](=O)[O-])cc([N+](=O)[O-])cc1S(=O)(=O)O,104,102,101,90,105,89,111,93
CC[C@@H]1[C@@H](C)O[C@@](O)([C@@H](C)[C@H](O)[C@H](C)[C@H]2OC(=O)/C=C/C=C/[C@H](C)[C@@H]([C@@H](C)[C@@H](O)[C@H](C)[C@@]3(O)C[C@@H](O[C@H]4C[C@@H](O)[C@H](O)C(C)O4)[C@H](CC)[C@@H](C)O3)OC(=O)/C=C/C=C/[C@@H]2C)C[C@H]1O[C@@H]1C[C@@H](O)[C@H](O)C(C)O1 (stereo partly drawn),-71*,-97*,-97*,-75*,-86*,·,-97*,-97*
c1ccc(CCN2CCCC2)nc1,104,106,103,102,104,96,·,91
S=P(c1ccccc1)(N1CC1)N1CC1,125,107,117,108,108,107,108,96
CCCCCCCCCC(=O)N[C@@](C)(CC)C(=O)N1CCC[C@H]1C(=O)N[C@@H](CC(C)C)C(=O)N[C@@](C)(CC)C(=O)N[C@@H](CCC(N)=O)C(=O)N[C@H](CCC(N)=O)C(=O)NC(C)(C)C(=O)NC(C)(C)C(=O)N[C@@H](CCC(N)=O)C(=O)N[C@H](CC(C)C)C(=O)N[C@H](CO)CC(C)C,-86*,-57*,-89*,-99*,-80*,-83*,-98*,-89*
CC(=O)O[C@H]1CC[C@@]2(C)C(=CC[C@H]3[C@@H]4C[C@@H](N5CC5)[C@H](C(C)=O)[C@@]4(C)CC[C@@H]32)C1,86,100,103,89,101,105,83,104
CCCC(=O)OC(C(Cl)(Cl)Cl)P(=O)(OC)OC (stereo not drawn),·,114,112,103,109,112,107,91
COC(=O)C12CC(NC(=O)c3csc([C@@H](C[C@H](C(C)C)N(C)C(=O)[C@@H](NC(=O)[C@H]4CCCCN4C)C4CC4)OC(C)=O)n3)(C1)C2,30,3.0*,15,38,25,39,34,49
O=C(/C=C/c1cccc(Br)c1)c1nc2ccccc2n1Cc1ccc(F)cc1,40,81,6.8*,47,12,80,41,42
Cc1ccc2c(c1)NP(=S)(Oc1ccccc1)N2 (stereo not drawn),108,100,129,104,104,104,100,81
O=P(O)(Oc1ccccc1)c1ccccc1,98,101,116,92,107,111,107,86
C/C(=C\C(=O)O[C@H]1[C@@H]2[C@H](C)CC[C@H]2[C@]2(C)O[C@@]1(C1CCCCC1)C[C@H]2OC(=O)CO)c1ccccc1,71,60,-10*,7.8*,-16*,70,-16*,-47*
CC1C(=O)NC(=O)NC1=O,101,93,126,·,97,95,95,89

# The final 5 entries of the section before lead into the next:
SMILES,IGROV1,SK-OV-3,RXF 393,SN12C,786-0,TK-10,ACHN,UO-31
O=C(/C=C/c1cccc(Br)c1)c1nc2ccccc2n1Cc1ccc(F)cc1,40,81,6.8*,47,12,80,41,42
Cc1ccc2c(c1)NP(=S)(Oc1ccccc1)N2 (stereo not drawn),108,100,129,104,104,104,100,81
O=P(O)(Oc1ccccc1)c1ccccc1,98,101,116,92,107,111,107,86
C/C(=C\C(=O)O[C@H]1[C@@H]2[C@H](C)CC[C@H]2[C@]2(C)O[C@@]1(C1CCCCC1)C[C@H]2OC(=O)CO)c1ccccc1,71,60,-10*,7.8*,-16*,70,-16*,-47*
CC1C(=O)NC(=O)NC1=O,101,93,126,·,97,95,95,89
NC(=O)CI,111,106,104,100,104,105,104,73
C[C@H](c1ccccc1Cl)n1cc(C(N)=O)nn1,102,108,97,97,103,94,102,82
OCCN(CCO)C(Cc1ccccc1)c1ccccc1 (stereo not drawn),107,107,97,87,103,110,94,91
NC(=O)NC(=O)CI,69,111,65,85,88,89,85,·
CC1([N+](=O)[O-])COP(=O)(Nc2ccc(F)cc2)OC1 (stereo not drawn),103,101,100,111,102,95,99,74
CCCCOP(=O)(CCCC)OCCCC,123,102,86,107,96,109,117,102
CO[C@@H](c1ccccc1Cl)[C@H](C)OC(N)=O,102,102,113,106,99,98,100,86
COc1ccc(C2SCC(=O)Nc3c2c(C)nn3-c2nc3ccc(C)cc3s2)cc1O (stereo not drawn),53,44,50,50,58,72,44,28
O=C1CCC(c2ccccc2)(c2ccccc2)C(=O)N1,106,103,119,102,106,96,102,87
CCCCC(CC)C(=O)C(CCN(C)C)(c1ccccc1)c1ccccn1 (stereo not drawn),74,96,96,88,96,90,96,58
S=P(NCCSCc1ccccc1)(N1CC1)N1CC1,97,95,111,105,103,105,96,84
CC[C@@]1(O)C(=O)OCc2c1cc1n(c2=O)Cc2cc3ccccc3nc2-1,-62*,7.1*,6.3*,·,-19*,-8.5*,-73*,-60*
OC(Cc1ccncc1)C(Cl)(Cl)Cl (stereo not drawn),104,101,102,·,101,101,98,96
Cc1ccc(Nc2nc(-c3ccc4ccccc4c3)c[se]2)cc1,66,91,·,93,103,118,94,64
COc1ccc2nc(NC(=O)COc3cc(/C=C\c4cc(OC)c(OC)c(OC)c4)ccc3OC)sc2c1,·,8.6*,-20*,45,61,24,43,15

# By substructure: those above containing sulfur.
SMILES,IGROV1,SK-OV-3,RXF 393,SN12C,786-0,TK-10,ACHN,UO-31
Cc1c([N+](=O)[O-])cc([N+](=O)[O-])cc1S(=O)(=O)O,104,102,101,90,105,89,111,93
S=P(c1ccccc1)(N1CC1)N1CC1,125,107,117,108,108,107,108,96
COC(=O)C12CC(NC(=O)c3csc([C@@H](C[C@H](C(C)C)N(C)C(=O)[C@@H](NC(=O)[C@H]4CCCCN4C)C4CC4)OC(C)=O)n3)(C1)C2,30,3.0*,15,38,25,39,34,49
Cc1ccc2c(c1)NP(=S)(Oc1ccccc1)N2 (stereo not drawn),108,100,129,104,104,104,100,81
COc1ccc(C2SCC(=O)Nc3c2c(C)nn3-c2nc3ccc(C)cc3s2)cc1O (stereo not drawn),53,44,50,50,58,72,44,28
S=P(NCCSCc1ccccc1)(N1CC1)N1CC1,97,95,111,105,103,105,96,84
COc1ccc2nc(NC(=O)COc3cc(/C=C\c4cc(OC)c(OC)c(OC)c4)ccc3OC)sc2c1,·,8.6*,-20*,45,61,24,43,15

# Later entries
SMILES,IGROV1,SK-OV-3,RXF 393,SN12C,786-0,TK-10,ACHN,UO-31
CN(C)c1ccc(C(=O)c2ccc(N(C)C)cc2)cc1,91,106,139,84,105,101,98,68
O=C1NC(=O)C2(CCN(c3ccccc3)CC2)C(=O)N1,113,111,106,96,101,104,112,80
CO[C@H]1CC[C@@]2(C)C(=CC[C@@H]3[C@@H]2CC[C@]2(C)C(=O)C(=O)C[C@@H]32)C1,120,103,26,95,107,117,102,87
CC(C)CN(CC(C)C)CC(O)c1ccc(Br)cc1 (stereo not drawn),88,95,112,96,98,107,101,81
O=[N+]([O-])c1c(Cl)c(Cl)cc(Cl)c1Cl,113,119,109,98,103,106,100,97
O=CC1(c2ccccc2)CCN(Cc2ccccc2)CC1,108,114,115,107,108,115,112,84
Cn1cc(-c2csc(-c3cn(CCCCN4CCOCC4)c4ccc(F)cc34)n2)c2cccnc21,65,84,16,72,63,75,86,44
COc1ccccc1N1CCN(CC(C)C)CC1,97,109,111,·,102,98,92,88
N[C@H](C[C@@H]1CC(Br)=NO1)C(=O)O,101,101,108,94,101,94,95,81
Cc1cc(N(CCCl)CCCl)ccc1C=Nc1ccccc1-c1ccccc1,48,99,46,55,52,88,34,59
COc1ccccc1NC1=NCCS1,102,109,102,103,111,124,103,82
Clc1ccc(C(OCCN2CCCCC2)c2ccccc2)cc1 (stereo not drawn),78,89,77,78,86,88,94,47
O=C1NC(=O)N(Cc2ccccc2)C(=O)C1Cc1ccccc1 (stereo not drawn),113,103,115,110,103,109,107,80
COc1cc(C=C2C(=O)NC(=O)NC2=O)ccc1O,105,107,84,97,100,127,101,94
C[C@]1(O)CC[C@H]2[C@@H]3CCC4=CC(=O)CCC4=C3C=C[C@@]21C,124,115,115,100,101,104,105,95
CC(C)COP(=O)(OCC(C)C)OCC(C)C,108,108,95,103,101,·,106,95
C[N+](C)(C)Cc1ccccc1 (tested in a mixture with another compound),103,104,·,96,102,121,101,89
CC(=O)C1CCC2C3CCC4CC(O)CCC4(C)C3C(=O)CC12C (stereo not drawn),112,107,90,91,98,92,102,99
O=C(Nc1cc(Cl)ccc1Cl)C(Cl)(Cl)Cl,100,91,107,104,103,104,94,76
CC1NC(=O)NC(=O)C1Br (stereo not drawn),134,113,100,99,116,116,102,102
CNC(=O)Oc1ccc(N(C)C)cc1C(C)C,109,105,74,98,102,95,99,89
Nc1c(S(=O)(=O)O)cc(Nc2ccc(S(=O)(=O)O)c(Nc3nc(Cl)nc(Cl)n3)c2)c2c1C(=O)c1ccccc1C2=O,28,100,109,100,85,118,106,90
COc1ccc(C2C3CCC(C3)C2N)cc1 (stereo not drawn),105,128,·,100,106,102,105,91
Cn1c(=O)c2c(nc(-c3ccc(N(CCCl)CCCl)cc3)n2C)n(C)c1=O,112,113,79,83,89,103,92,40
CCOP(=O)(OCC)N(CCCSC/C=C(\C)CC/C=C(\C)CCC=C(C)C)CCCN1CCN(C)CC1,73,99,68,83,95,·,98,97
CC[C@H](C)[C@H](NC(=O)[C@H]1CCCCN1C)C(=O)N(C)[C@H](C[C@@H](OC(C)=O)c1nc(C(=O)N[C@@H](Cc2ccccc2)C[C@H](C)C(=O)OC)cs1)C(C)C,26,41,38,37,12,18,14,40
CCOP(=O)(OCC)SCc1ccccc1,106,101,105,103,98,88,105,95
CCCCNP(=O)(Oc1ccccc1)Oc1ccccc1,93,96,120,107,98,110,96,78
C=CCC1(C(C)CCC)C(=O)NC(=S)NC1=O (stereo not drawn),104&106,111&96,97&107,96&97,101&105,106&102,101&101,89&84
C=CC(=O)NC(O)C(Cl)(Cl)Cl (stereo not drawn),98,98,129,109,95,96,100,95
CC1([N+](=O)[O-])COP(=O)(Nc2ccc(Cl)cc2)OC1 (stereo not drawn),96,102,111,94,95,91,77,68
CCc1cccc(CC)c1NC(=NCCN1CC1)Nc1c(CC)cccc1CC,54,68,50,78,61,70,76,46
O=C(NCCCO)c1cn(Cc2ccccc2)c2ccc(OCCCO)cc12,95,111,100,101,88,107,98,84
CCN1C(=O)NC(=O)C(C)(N2C(=O)c3c(F)c(F)c(F)c(F)c3C2=O)C1=O (stereo not drawn),-59*,97,-64*,34,37,34,-58*,25
O=[N+]([O-])/C=C\C(F)(F)F,116,100,109,102,101,100,114,98
C[C@@H]1C[C@H]2[C@@H]3CC[C@H](O)[C@@]3(C)CC[C@@H]2[C@@]2(C)CCC(=O)C=C12,109,109,103,104,104,99,100,90
Cc1cc(OCCN2CC2)c2ccccc2n1,87,111,94,98,86,112,82,84
COc1ccc(C(=O)OC2CC3CCC(C2)N3C)cc1OC (stereo not drawn),120,97,120,110,111,106,98,85
O=[N+]([O-])c1csc([N+](=O)[O-])c1,111,106,103,96,103,104,104,86
[O]=[Sn]([CH]1CCCCC1)[CH]1CCCCC1,-91*,-98*,-99*,-81*,-98*,-94*,-99*,-90*
CCCCCCCCOP(=O)(OCCCCCCCC)C(O)C(Cl)(Cl)Cl (stereo not drawn),97,111,120,95,96,103,105,87
CCOC(=O)C1CCC2(CC1)OOC1(O2)C2CC3CC(C2)CC1C3 (stereo not drawn),89,98,114,100,90,84,103,76
C=CC(COC(C)=O)N1CC1 (stereo not drawn),102,108,123,114,99,116,106,106
Clc1cccc(Cl)c1C(Cl)Cl,105,101,113,101,97,108,99,81
Nc1c(Br)cc2c3c(cccc13)-c1ccccc1-2,48,88,80,90,95,·,76,42
O=C(O)c1nn(Cc2ccc(Cl)cc2)c2ccccc12,122,113,123,94,108,123,117,96
CCC1CN1P(=O)(N1CCCC1)N1CC1CC (stereo not drawn),111,98,110,91,110,93,101,86
c1ccc(P(OCCCCOP(c2ccccc2)c2ccccc2)c2ccccc2)cc1,103,100,111,93,98,113,111,83
C=C[C@H]1CN2CC[C@H]1C[C@H]2[C@H](O)c1ccnc2ccccc12,107,98,112,98,97,116,·,81
C[Se]C(=O)c1ccccc1OC(C)=O,46,118,12,69,79,28,86,33
O=c1cc2n(-c3ccccc3)nc(-c3ccccc3)nc-2cc1N1CC1,77,95,91,93,91,113,95,85
O=C1NC(=O)C(Br)(Br)C(=O)N1,·,102,88,102,105,109,99,80
CC12OOC(C)(OO1)C2CCC(=O)OCCNc1ccnc2cc(Cl)ccc12 (stereo not drawn),40,96,-16*,84,-29*,66,-94*,-97*
COc1ccc(C2=NN(C=O)C(c3sc(N(CCCl)CCCl)nc3Cl)C2)cc1 (stereo not drawn),89,83,106,88,96,95,92,76
Cc1c2cccc(F)c2c[n+]2ccccc12,97,87,112,103,116,103,102,71
CCC(=O)OC1(c2ccccc2)CCN(C)C1C (stereo not drawn),103,110,94,102,98,117,107,91
CCC1(Oc2ccccc2)C(=O)NC(=O)NC1=O,112&106,117&104,118&107,112&98,109&104,117&107,107&106,101&93
O[C@H](c1ccccc1)[C@@H](c1ccccc1)N1CCOCC1,100,112,112,96,98,100,107,89
C[C@@H]1C[C@@]2(C)C(=CC1=O)CC[C@@H]1[C@@H]2[C@@H](O)C[C@@]2(C)[C@H]1CC[C@]2(C)O,96,97,55,93,87,84,94,62
O=C1NC(=O)C(=Cc2ccc(OCCCCC3CCCCC3)c(Cl)c2)C(=O)N1,104,100,103,77,88,94,104,81

# The results go on.
SMILES,IGROV1,SK-OV-3,RXF 393,SN12C,786-0,TK-10,ACHN,UO-31
CC1=C2C(=O)[C@H]3[C@@H](CC=C4C[C@@H](O)CC[C@@]43C)[C@@H]2CC[C@]12O[C@@H]1C[C@H](C)CN[C@H]1[C@H]2C,26,101,99,102,127,108,108,73
NN=C(N)N,117,116,111,106,102,118,100,85
Clc1ccc(N2COOC3(OOC2)C2CC4CC(C2)CC3C4)cc1,-53*,93,101,67,-4.3*,27,29,-92*
CN(C)c1ccccc1,106,103,106,104,101,103,110,95
O=[N+]([O-])c1ccccc1-c1ccccc1,115,99,113,109,102,97,99,96

# Compound activity as filed in PubChem BioAssay.
